Compound activity: PubChem BioAssay, Johns Hopkins Ion Channel Center
RGS4 act: potentiators or activators of RGS4; 0.92% of 310,000 active; B-score at 10 µM; HEK293 M3R/inducible RGS4, carbachol calcium flux Fluo4; hits give low values;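 active = B-score of the integrated calcium signal more than 4 SD below the library mean, with starting fluorescence not abnormally high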;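 note: negative B-score means reduced calcium response which marks RGS4 activation or potentiation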
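Detection: kinetic calcium fluorescence imaging with Fluo4-AM dye, 2 µM / Material: HEK293 cells with stable M3R and inducible RGS4 / Schedule: recording 10 s baseline at 1 Hz, 100 s post-agonist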
TMEM16A act: activates or potentiates the mouse TMEM16A chloride channel; B-score at 10 µM; Q8BHY3; HEK293 TMEM16A/YFP-H148Q/I152L, iodide quench fluorescence; hits give low values; AID 623877; 0.3% of 340,000 active;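 active = fluorescence-ratio B-score plate-corrected deviation score at least 3 library SD below zero, with starting fluorescence score within 5 deviations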;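 note: channel opened by trigger with iodide after compound preincubation; score built on the fluorescence ratio of max minus min over baseline; more negative score means more quench and so TMEM16A activation or potentiation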
KCNQ1 pot: human KCNQ1 channel potentiation or activation; P51787; CHO-K1 KCNQ1, thallium flux FluxOR fluorescence; hits give high values; B-score at 10 µM; 0.35% of 310,000 active; AID 2648;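 active = fluorescence ratio B-score, a plate-corrected score, at least three library SD, with initial intensity B-score within 5 SD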
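Assay system: CHO-K1 cells stably expressing KCNQ1. Medium: assay buffer for compound exposure, DMSO matched across wells. Timing: 37 °C overnight plating, 90-min dark dye load, 20-min compound pretreatment. Signal: kinetic FluxOR fluorescence, 10 s baseline plus 110 s post-stimulus.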
KCNQ1 inh: blocks the human KCNQ1 potassium channel; CHO-K1 KCNQ1, FluxOR thallium flux fluorescence; hits give high values; B-score at 10 µM; 1.3% of 310,000 active; AID 2642;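 active = compounds whose thallium flux B-score, printed positive for inhibition, exceeds three library SD while starting fluorescence stays within three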;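 note: channel opened by potassium depolarization with thallium stimulus after 20 min compound exposure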
MrgX1 ag: agonists of human MrgX1 receptor | 0.44% of 310,000 active | Q96LB2 | MrgX1-HEK293 cells, Fluo-4 calcium fluorescence, agonist mode; hits give high values | B-score at 10 µM;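 active = calcium response B-score plate-corrected fluorescence ratio at least 3 library SD, with starting fluorescence B-score inside 5 SD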
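System: HEK293 cells stably expressing human MrgX1 receptor; Dosing: test compound in the initial addition of three; Schedule: overnight plating, then 30 min 37 °C plus 30 min room-temperature dye loading; Detection: kinetic calcium dye fluorescence, Fluo-4 NW; Controls: per-plate positive and negative controls for Z′ factor.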
hERG rescue: compounds protecting human hERG from proarrhythmic drug block; Q12809; activation (rescue from dofetilide block), less the hit threshold, % at 10 µM; CHO-hERG, FluxOR thallium flux, dofetilide IC70 present; 0.51% of 310,000 active; AID 1511;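 active = activation above the mean of controls blocked by dofetilide plus 5 SD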;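 note: thallium influx through hERG after potassium depolarization seen as dye fluorescence rise; in these data hits start at about 4.7%; inactives centre near -7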
Target sequence (Q12809 whole entry, looked up): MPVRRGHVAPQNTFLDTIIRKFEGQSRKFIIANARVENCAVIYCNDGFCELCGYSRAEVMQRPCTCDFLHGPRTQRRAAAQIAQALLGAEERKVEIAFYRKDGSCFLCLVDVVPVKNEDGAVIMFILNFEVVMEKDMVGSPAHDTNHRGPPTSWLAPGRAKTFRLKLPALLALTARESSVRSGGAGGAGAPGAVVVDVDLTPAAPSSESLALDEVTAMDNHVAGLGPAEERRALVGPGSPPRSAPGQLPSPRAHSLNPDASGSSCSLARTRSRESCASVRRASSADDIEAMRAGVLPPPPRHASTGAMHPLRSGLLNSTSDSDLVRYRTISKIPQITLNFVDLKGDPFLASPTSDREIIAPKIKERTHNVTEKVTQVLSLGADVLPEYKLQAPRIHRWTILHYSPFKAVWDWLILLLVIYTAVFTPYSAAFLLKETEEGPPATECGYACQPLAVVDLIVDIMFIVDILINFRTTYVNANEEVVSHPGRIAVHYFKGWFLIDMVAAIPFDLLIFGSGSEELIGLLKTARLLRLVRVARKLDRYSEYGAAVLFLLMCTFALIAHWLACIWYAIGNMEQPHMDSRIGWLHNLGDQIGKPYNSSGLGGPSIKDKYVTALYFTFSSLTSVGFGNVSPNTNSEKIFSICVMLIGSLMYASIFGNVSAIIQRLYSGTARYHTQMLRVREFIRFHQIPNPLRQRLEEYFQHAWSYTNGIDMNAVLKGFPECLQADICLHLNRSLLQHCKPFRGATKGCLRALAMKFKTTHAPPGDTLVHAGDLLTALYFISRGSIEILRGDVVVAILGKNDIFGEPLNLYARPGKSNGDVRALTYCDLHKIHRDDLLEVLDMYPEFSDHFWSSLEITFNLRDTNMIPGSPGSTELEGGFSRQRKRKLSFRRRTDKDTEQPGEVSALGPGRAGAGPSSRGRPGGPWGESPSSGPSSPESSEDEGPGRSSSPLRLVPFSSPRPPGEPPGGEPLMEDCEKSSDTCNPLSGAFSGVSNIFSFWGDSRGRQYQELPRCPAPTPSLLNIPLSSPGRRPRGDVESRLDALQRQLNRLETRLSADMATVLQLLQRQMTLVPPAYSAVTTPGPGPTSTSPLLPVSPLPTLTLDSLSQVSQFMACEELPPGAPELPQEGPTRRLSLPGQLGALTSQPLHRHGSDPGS
ANO1 block: mouse TMEM16A channel inhibition, primary screen; 1.2% of 310,000 active; Q8BHY3; normalized B-score (activity score, 25-100; higher = stronger inhibition) at 10 µM; AID 588511; HEK293 TMEM16A/YFP iodide influx fluorescence, ionomycin;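 active = ratio plate-corrected score three or more library SD toward inhibition, starting fluorescence score within five deviations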;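 note: score derived from kinetic fluorescence span divided by baseline fluorescence per well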
MrgX1 PAM: allosterically activates human MrgX1 receptor signaling; Q96LB2; MrgX1-HEK293, Fluo-4 calcium flux, FDSS; hits give high values; B-score at 10 µM; 0.63% of 310,000 active;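 active = plate-corrected calcium response at least 3 library SD above typical, normal starting fluorescence, not activating the receptor alone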;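 note: compound read alongside a low EC10 to EC30 dose of BAM8-22 agonist; peak minus trough fluorescence over baseline measured at the second addition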
KCNK3 inh: human KCNK3 channel inhibition, primary screen; CHO-KCNK3 thallium flux, FluxOR fluorescence; hits give low values; B-score at 10 µM; 0.84% of 340,000 active;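 active = B-score under library mean minus 4 SD, starting fluorescence ratio at most library mean plus 5 SD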;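 note: more negative B-score means stronger inhibition of thallium flux through KCNK3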
KCNK9 block: inhibitors of human KCNK9 two-pore domain potassium channel | HEK293 KCNK9, FluxOR thallium flux fluorescence; hits give low values | AID 488922 | B-score at 10 µM | Q9NPC2 | 1.2% of 310,000 active;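 active = ratio B-score over 3 SD below the library mean, with starting fluorescence within 5 SD of its mean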;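 note: negative B-score means less thallium flux so channel inhibition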
RGS4 inh: inhibitors of human RGS4; B-score at 10 µM; 0.45% of 310,000 active; HEK293 M3R/RGS4 inducible, Fluo-4 calcium flux; hits give high values; triggered by carbachol at its EC20; P49798;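 active = B-score, a plate-corrected calcium signal, over three deviations above library mean, with baseline fluorescence within five deviations of library mean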;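 note: RGS4 expression induced by doxycycline in cells with stable M3 receptor; B-score is computed from the integrated fluorescence ratio over baseline after carbachol; higher B-score means a larger calcium signal and so more RGS4 inhibition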
* = called active by the depositor; i = inactive; · = no result given.

The line under a structure holds: ANO1 block | MrgX1 PAM | KCNQ1 inh | MrgX1 ag | KCNK3 inh | KCNQ1 pot | hERG rescue | KCNK9 block | RGS4 inh | TMEM16A act | RGS4 act
- CCNC(=O)COC(=O)c1cc(-c2ccco2)nc2ccccc12
  i | i | i | i | i | i | -9.3 | i | i | i | i
- CN(C)c1nccc(Nc2ccccc2)c1C#N
  i | i | i | i | i | i | -1.5 | i | i | i | i
- COCCNc1oc(-c2ccccc2Cl)nc1C#N
  i | i | i | i | i | i | -13.8 | i | i | i | i
- CC(=O)N/C(=C\c1ccccc1)C(=O)N1CCOCC1
  i | i | i | i | i | i | -18.6 | i | i | i | i
- O=c1oc2ccccc2c(Nc2cccc3cccnc23)c1[N+](=O)[O-]
  i | i | i | i | i | i | -3.3 | i | i | i | i
- Cc1cc(C)cc(OCC(=O)Nc2cnn(CCCC(=O)O)c2)c1
  i | i | i | i | i | i | -10.9 | i | i | i | i
- COc1ccc(-c2[nH]c(-c3cc(OC)c4c(c3)OCO4)nc2-c2ccccc2)cc1
  i | i | 9* | i | i | i | -27.8 | -9.04* | i | i | i
- COC(=O)N1CCN(c2ccc(C)c(C)c2)CC1
  i | i | i | i | · | i | -4.2 | i | i | · | i
- CCC(NS(=O)(=O)c1ccc(C)cc1)C(=O)N1CCOCCOCCOCC1 (centres undefined)
  i | i | i | i | i | i | -8.6 | i | i | i | i
- O=c1cc(C23CC4CC(CC(C4)C2)C3)[nH][nH]1
  i | i | i | i | i | i | -2.8 | i | i | i | i
- O=S(=O)(Nc1ccc(Cc2ccncc2)cc1)c1ccc(Cl)cc1
  i | i | i | i | i | i | -3.0 | i | i | i | i
- CCC(C)Nc1ncnc2c1cnn2Cc1ccc(Cl)cc1 (centres undefined)
  i | i | i | i | i | i | -20.8 | i | i | i | i
- Cc1ccc(C)c(CN2CCCN(C(=O)Cn3ncc4c3-c3ccccc3OC4)C2)c1
  i | i | i | i | i | i | -25.9 | i | i | i | i
- COc1cc(O)c(C(CCN2CCCCC2)c2cc(OC)c(OC)c(OC)c2)c(OC)c1 (centres undefined)
  i | i | i | i | i | i | -5.7 | i | i | i | i
- CCC(NC(=O)C1CCC1)c1ccccc1 (centres undefined)
  i | i | i | i | i | i | -13.9 | i | i | i | i
- COc1cc(OC)c(C(=O)NC2CCCc3ccccc32)cc1OC (centres undefined)
  i | i | i | i | i | i | -0.9 | i | i | i | i
- CCOc1ccccc1C(=O)NCC(=O)NCCCSc1ccccc1
  i | i | i | i | i | i | -5.1 | i | i | i | i
- CCC(=O)NNC(=O)CSc1nnc(-c2ccccc2)c(-c2ccccc2)n1
  i | i | i | i | i | i | -6.2 | i | i | i | i
- COC(C/C=C/C(=O)[C@@H](C)OCc1ccccc1)OC
  i | i | i | i | i | i | -4.6 | i | i | i | i
- COc1ccccc1CNCC(=O)Nc1ccc(N(C)C)cc1
  i | i | i | i | i | i | -0.2 | i | i | i | i
- Cc1ccc(NS(=O)(=O)c2ccc(CCC(=O)NC3CC3)cc2)cc1
  i | i | i | i | i | i | -5.7 | i | i | i | i
- CC(=O)/C(CN1CCCCC1)=N\O
  i | i | i | i | i | i | -10.9 | i | i | i | i
- COc1ccc(Nc2nccc(-c3ccc(C#N)cc3)n2)cc1
  i | i | i | i | i | i | -4.9 | i | i | i | i
- O=C(NC1CCCCC1)c1ccc(CS(=O)(=O)Cc2ccccc2F)o1
  i | i | i | i | i | i | -6.3 | i | i | i | i
- CC(C)(C)OC(=O)NCCCCCNC(=O)c1[nH]cnc1C(=O)N[C@@H](Cc1ccccc1)C(=O)OCc1ccccc1
  i | i | 9* | i | i | i | -10.8 | i | i | i | -7.5*
- CCOC(=O)Cc1csc(NC(=O)/C=C/c2cccc(Br)c2)n1
  i | i | i | i | i | i | -11.9 | i | i | i | i
- CC(Sc1nc(-c2ccccc2)cc(=O)[nH]1)C(=O)O (centres undefined)
  i | i | i | i | i | i | -4.8 | i | i | i | i
- O=C(Nc1ccc(Cl)cc1)C1CCCN(c2ncnc3c2nc2n3CCCCC2)C1 (centres undefined)
  i | i | i | i | i | i | -8.7 | i | i | i | i
- COC(=O)c1ccc(NC(=O)Nc2ccc3c(c2)nc(C)n3C)cc1
  i | i | i | i | i | i | -16.9 | i | i | i | i
- CCCN(CCC)S(=O)(=O)c1ccc(NC(=O)C2CCCO2)cc1 (centres undefined)
  i | i | i | i | i | i | -6.5 | i | i | i | i
- CC(C)n1nc(C(=O)NCc2ccc3c(c2)OCO3)c2ccccc2c1=O
  i | i | i | i | i | i | -10.3 | i | i | i | i
- CCCN1CCN(C(=O)CCCn2c(C)c3cnn(-c4ccccc4)c(=O)c3c2C)CC1
  i | i | i | i | i | i | -11.5 | i | i | i | i
- O=C(CS(=O)(=O)c1ccccc1)N(CCCN1CCOCC1)c1nc2c(F)cccc2s1
  i | i | i | i | i | i | -12.9 | i | i | i | i
- CCC1(CC)NC(=O)N(Cc2nc3ccccc3s2)C1=O
  i | i | i | i | i | i | -10.2 | i | i | i | i
- CCn1nc(NC(=O)CC(C)C)c2cc3ccc(C)cc3nc21
  i | i | i | i | i | i | -5.1 | i | i | i | i
- O=C(Cc1cccs1)Nc1ccc(F)c(F)c1
  i | i | i | i | i | i | -9.8 | i | i | i | i
- O=C(CN1C(=O)NC2(CCCC2)C1=O)OCCOc1cccc(Br)c1
  i | i | i | i | i | i | -10.3 | i | i | i | i
- O=C(NCCn1cccn1)C1CCC(=O)N(CCc2ccc(Cl)cc2)C1 (centres undefined)
  i | i | i | i | i | i | -7.2 | i | i | i | i
- CC(=O)NCCc1cc2ccc(C)cc2[nH]c1=O
  i | i | i | i | i | i | -6.1 | i | i | i | i
- Cc1ccc2nsnc2c1S(=O)(=O)N(CCO)Cc1cc2cc3c(cc2[nH]c1=O)OCCO3
  i | i | i | i | i | i | -9.8 | i | i | i | i

Entries of single compounds as entered above. Order of values: ANO1 block | MrgX1 PAM | KCNQ1 inh | MrgX1 ag | KCNK3 inh | KCNQ1 pot | hERG rescue | KCNK9 block | RGS4 inh | TMEM16A act | RGS4 act
CCn1nc(NC(=O)CC(C)C)c2cc3ccc(C)cc3nc21 across the screens: i | i | i | i | i | i | -5.1 | i | i | i | i
CCC1(CC)NC(=O)N(Cc2nc3ccccc3s2)C1=O across the screens: i | i | i | i | i | i | -10.2 | i | i | i | i

The list continues:
The line under a structure holds: ANO1 block | MrgX1 PAM | KCNQ1 inh | MrgX1 ag | KCNK3 inh | KCNQ1 pot | hERG rescue | KCNK9 block | RGS4 inh | TMEM16A act | RGS4 act
- Cc1c(C(=O)O)oc2c1C(=O)CC(C)(C)C2
  i | i | i | i | i | i | -7.3 | i | i | i | i
- CCOC(=O)Nc1ccc(C(=O)/C=C/c2ccccc2)cc1
  i | i | i | i | i | i | -12.4 | i | i | i | i
- COc1cc(OC)c(OC)cc1CN(C)CC1CCCN(CCc2ccccc2F)C1 (centres undefined)
  i | i | i | i | i | i | -6.6 | i | i | i | i
- S=c1[nH]nc2nnc3ccccc3n12
  i | i | i | i | i | i | -6.8 | i | i | i | i
- Cc1occc1C(=O)Nc1ccccc1C(=O)O
  i | i | i | i | i | i | -2.5 | i | i | i | i
- CCC(CC)C(=O)Nc1cccc(C(=O)N2CCCC2)c1
  i | i | i | i | i | i | -4.7 | i | i | i | i
- CCN(CC)c1ccc(C=Nc2ccccc2)c(O)c1
  i | i | i | i | i | i | -9.1 | i | i | i | i
- O=C1C(=Cc2ccc(Br)o2)C(=O)c2ccccc21
  i | i | · | i | i | · | · | · | · | i | ·
- COc1cc(S(=O)(=O)n2cnc3ccccc32)ccc1Br
  i | i | i | i | i | i | -8.9 | i | i | i | i
- COc1ccc(-c2csc(NC3OC(=O)c4c3ccc(OC)c4OC)n2)cc1OC (centres undefined)
  i | i | i | i | i | i | -16.5 | i | 11.5* | i | i
- COc1ccc(C2=NN(C(C#N)c3ccc(OC)cc3)C(c3ccccc3)C2)cc1 (centres undefined)
  i | i | i | i | i | i | -4.7 | i | i | i | i
- CC1(C)CNC(=O)c2sc(NC(=O)c3ccccc3)nc2C1
  i | i | i | i | i | i | -9.6 | i | i | i | i
- Cn1cc(C(=O)N2CCc3ccccc3C2)c(=O)c2cc(S(=O)(=O)N3CCOCC3)ccc21
  i | i | i | i | i | i | -13.9 | i | i | i | i
- Cn1c(-c2cc(Br)ccc2O)n[nH]c1=S
  i | i | i | i | i | i | -5.5 | i | i | i | i
- Cc1ccnc(S(=O)(=O)Cc2ccc([N+](=O)[O-])cc2)n1
  i | i | i | i | i | i | -5.4 | i | i | i | i
- O=C(O)c1ccc(S(=O)(=O)N2CCc3ccccc3C2)cc1
  i | i | i | i | i | i | -6.2 | i | i | i | i
- CCCCOc1ccc(C(=O)N=c2sccn2C)cc1OC
  i | i | i | i | i | i | -9.0 | i | i | i | i
- COc1ccc(CCNC(=O)C2CC2)cc1
  i | i | i | i | i | i | -10.4 | i | i | i | i
- CCCc1nn(-c2cc(Cl)ccc2OC)c2c1C(=O)CC(C)(C)C2
  i | i | i | i | -10.8* | i | -7.9 | i | i | i | i
- COc1ccc(CNC(=O)C2(CC3CC(c4ccccc4)=NO3)CCN(C(=O)OC(C)(C)C)CC2)cc1 (centres undefined)
  i | i | i | i | i | i | -7.6 | i | i | i | i
- CCCCn1c(=O)n(CC(=O)NCc2ccc(C)cc2)c(=O)c2c1nc(CO)n2CCC
  i | i | i | i | i | i | -19.2 | i | i | i | i
- Cc1occc1C(=O)Nc1ccc(Br)cc1F
  100* | i | i | i | i | i | -1.6 | i | i | i | i
- O=C(c1ccccc1Oc1ccccc1)N1CCN(c2ccccc2F)CC1
  i | i | i | i | i | i | -9.9 | i | i | i | i
- CC(=O)N(c1nc(CCl)cs1)c1cccc(C)c1C
  i | i | i | i | i | i | -2.7 | i | i | i | i
- CN(Cc1c(F)cccc1Cl)C(=O)c1cnc2ccccc2n1
  i | i | i | i | i | i | -12.2 | i | i | i | i
- C/C(=N\N=C(N)N)c1cccc([N+](=O)[O-])c1
  i | i | i | i | i | i | -4.6 | i | i | i | i

Not a hit list. About 6.3% of those tested had a hit in this group.
